Assay outcomes from PubChem BioAssay.
MLL CXXC-DNA inh = blocks binding of human MLL CXXC domain to DNA | 0.037% of 290,000 active | MLL-CXXC / FITC-HOXA9 DNA fluorescence polarization | AID 2662 | Q03164 | Potency, µM (doses to about 115 µM), inactives show at the highest dose activity change, negative = inhibition, hits mostly inhibitors; active = well fitted inhibition curve with a large enough effect in the polarisation, with a control signal flat, not every such curve was filed as active; inconclusive = small, poorly fitted or top-dose-only effect, or effect the other way, or a change in a side signal; inactive = no such curve, though single readings can be large or run the other way; the % refers to the polarisation; note: potency is the fitted concentration of half-maximal effect
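Purified MLL-CXXC (added from a 7 uM solution) was preincubated 5 min at ambient with pinned compounds in 50 mM Tris-HCl pH 7.5, 50 mM NaCl, 1 mM DTT, 0.05% BSA. Fluorescein-labeled HOX-A9 DNA (50 nM solution) followed, 30 min, then polarization read.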
B2AR arrestin = recruits beta-arrestin to the human beta2-adrenergic receptor | beta-arrestin recruitment to beta2AR, cell-based reporter | Potency, µM (series often up to 46.1 µM), without a hit: top-dose activation, usual class: activators | 0.02% of 330,000 active | AID 492947;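 note: potency is the fitted concentration of half-maximal effect; 0% = DMSO controls and full agonism = EC100 isoproterenol or metaproterenol; nearly all actives have a fitted effect of over 65% in size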
KCNH2 3.1 block = KCNH2 3.1 (human) potassium channel inhibition | AID 720553 | activity change, % (tested at about 1.8 µM) | 0.95% of 340,000 active | U2OS KCNH2 3.1, thallium flux FluxOr; stronger effect = lower value;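 active = maximum activity change below -70%; inconclusive = maximum activity change from -70% to -50%; inactive = maximum activity change above -50%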;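 note: thallium influx rate constant from kinetic fluorescence after stimulation buffer; % is set by controls: 0 for no effect and ±100 for the full control effect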
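Measured as rate of thallium-driven FluxOr signal in transduced U2OS cells carrying the 3.1 channel, read kinetically for 2 min upon stimulation; values are rate constants scaled to DMSO control wells.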
FBPA coupling cs = inhibits coupling enzyme system, counter-screen for aldolase hits | 0.67% of 290,000 active | coupling enzyme system counterscreen, AmpLite Red fluorescence | AID 2472 | activity change, negative = inhibition, % at 58.2 µM, hits read low; in the data active = activity change below about -30%; note: % is set by controls: 0 for no effect and ±100 for the full control effect
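First, compound is pin-transferred into glyceraldehyde-3-phosphate coupling-enzyme reagent at 57.5 uM final and held 10 min at RT. Next, substrate, coupling system and AmpLite Red are added. After 20 min RT, fluorescence (525/598 nm) is read.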
Giardia kill = Giardia lamblia killing | Giardia lamblia trophozoite viability | activity change, % at 7.66 µM, hits read low | 0.15% of 340,000 active; in the data active = activity change below about -80%; inconclusive = between about -30% and that limit;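 note: parasites exposed to compound for two days anaerobically before the ATP read; % is set by controls: 0 for no effect and ±100 for the full control effect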
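Trophozoites 100 cells/well + cpd; 48 hrs, 37 deg C, anaerobic. ATPLite 1-Step added, 15-30 min RT, luminescence read (ATP-based viability).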
GALK inhibitor = galactokinase (human) inhibition; 0.007% of 270,000 active; Potency, µM (top dose mostly 57.5 µM), without a hit: at the highest dose activity change, negative = inhibition, usual class: inhibitors; P51570; Purified GALK, Kinase-Glo residual ATP luminescence; note: potency is the fitted concentration of half-maximal effect; % is set by controls: 0 for no effect and ±100 for the full control effect
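GALK at 5 nM final was combined with compound, 35 uM ATP and 100 uM galactose in HEPES pH8.0 with MgCl2 and DTT. The reaction ran one hour at room temperature before luminescent ATP detection.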
PKM2 act = increases activity of human pyruvate kinase M2; P14618; purified PKM2, Kinase-Glo ATP luminescence, activation; response scale: 0% is enzyme alone, no compound; Potency, µM (top dose mostly 57.5 µM), for inactives: at the highest dose activation, usual class: activators; 0.34% of 260,000 active; note: potency is the fitted concentration of half-maximal effect; % is set by controls: 0 for no effect and ±100 for the full control effect; nearly all actives have a fitted effect of over 55% in size
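ATP formation by purified human PK-M2, quantified via coupled luciferase luminescence after 1 h at room temperature with 0.1 mM ADP and 0.5 mM PEP final.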
Menin MLL FP TR = inhibitors of human menin-MLL interaction, mutant MLL peptide; Potency, µM (titrated, usually from 61.6 µM), for the others: at the top dose FP activity change, negative = inhibition, hits mostly inhibitors; Menin + Texas Red MLL mutant peptide, fluorescence polarization; 0.23% of 270,000 active; O00255; active = well fitted inhibition curve with a large enough effect in the polarisation, with a control signal flat, not every such curve was filed as active; inconclusive = small, poorly fitted or top-dose-only effect, or effect the other way, or a change in a side signal; inactive = no such curve, though single readings can be large or run the other way; the % refers to the polarisation; note: potency is the fitted concentration of half-maximal effect; % of control where 0% means no effect; many of its hits are not listed in these tables
hERG WT inh = KCNH2 (human, wildtype) channel inhibition; Q12809; U2OS, BacMam KCNH2, thallium flux FluxOr; stronger effect = lower value; activity change, % at 1.84 µM; 0.37% of 340,000 active;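 active = maximum activity change below -70%; inconclusive = maximum activity change between -70% and -50%; inactive = maximum activity change above -50%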; note: % is set by controls: 0 for no effect and ±100 for the full control effect
Target sequence (Q12809 whole entry, looked up): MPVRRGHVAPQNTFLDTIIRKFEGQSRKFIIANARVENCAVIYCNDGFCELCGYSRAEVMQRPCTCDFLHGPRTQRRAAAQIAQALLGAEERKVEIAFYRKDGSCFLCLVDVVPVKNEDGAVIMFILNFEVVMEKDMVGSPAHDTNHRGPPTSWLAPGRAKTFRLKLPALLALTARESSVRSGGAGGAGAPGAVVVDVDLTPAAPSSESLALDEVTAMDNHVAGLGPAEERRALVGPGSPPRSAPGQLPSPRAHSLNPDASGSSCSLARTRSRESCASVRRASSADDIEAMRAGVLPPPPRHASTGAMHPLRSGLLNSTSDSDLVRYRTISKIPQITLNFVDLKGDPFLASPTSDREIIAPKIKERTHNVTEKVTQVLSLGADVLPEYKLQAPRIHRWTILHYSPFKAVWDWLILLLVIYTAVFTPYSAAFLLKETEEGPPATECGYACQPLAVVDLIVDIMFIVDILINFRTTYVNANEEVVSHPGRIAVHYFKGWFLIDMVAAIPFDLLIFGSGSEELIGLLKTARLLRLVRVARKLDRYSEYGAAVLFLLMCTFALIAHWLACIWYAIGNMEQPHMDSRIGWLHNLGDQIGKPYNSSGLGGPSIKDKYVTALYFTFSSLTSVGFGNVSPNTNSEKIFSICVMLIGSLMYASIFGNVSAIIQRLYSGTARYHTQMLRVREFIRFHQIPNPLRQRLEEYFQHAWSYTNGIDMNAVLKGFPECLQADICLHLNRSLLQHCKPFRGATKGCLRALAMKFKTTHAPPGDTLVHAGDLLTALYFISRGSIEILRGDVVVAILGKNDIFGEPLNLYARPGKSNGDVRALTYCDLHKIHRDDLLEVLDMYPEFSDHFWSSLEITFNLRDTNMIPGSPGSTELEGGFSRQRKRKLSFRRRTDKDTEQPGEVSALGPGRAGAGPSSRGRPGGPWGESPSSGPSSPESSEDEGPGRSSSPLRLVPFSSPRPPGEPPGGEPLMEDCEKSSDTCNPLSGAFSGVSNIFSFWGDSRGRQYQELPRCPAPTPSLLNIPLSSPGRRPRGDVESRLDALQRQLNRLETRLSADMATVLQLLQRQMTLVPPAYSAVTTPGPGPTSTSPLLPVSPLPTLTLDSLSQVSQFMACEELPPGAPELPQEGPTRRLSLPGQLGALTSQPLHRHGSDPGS
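U2OS cells were transduced with wild-type KCNH2 virus (2.03 x 10^8 / mL) for 4 h at room temperature, then cultured overnight at 37 C. Thallium flux was read with FluxOr dye. Rate constants were normalized to DMSO controls.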
USP2a block = blocks human ubiquitin-specific protease USP2a. Potency, µM (doses to about 38.3 µM), for inactives: top-dose activity change, negative = inhibition, hits mostly inhibitors. USP2 core, Ub-CHOP2 coupled fluorogenic reporter, 485/531. O75604. 0.01% of 330,000 active;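 note: potency is the fitted concentration of half-maximal effect; plate controls were DMSO wells for no effect and full inhibition by NEM control for full effect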
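Deubiquitinase activity read as fluorescence (485/531 nm) after Ub-CHOP2 cleavage activates the enterokinase reporter on its substrate; USP2 core 10nM, Ub-CHOP2 and substrate 25nM each, 30min compound preincubation then 60min RT; data normalized to NEM, curves fitted.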
TRPV1 ag = agonists of human vanilloid receptor 1 (TRPV1). Q8NER1. TRPV1-expressing cells, Fluo-8 calcium influx, agonist mode. activation, % at 8.33 µM. 0.19% of 320,000 active. AID 540275; in the data active = activation above about 80%; inconclusive = between about 30% and that limit; note: 0% is about no effect
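Cells expressing TRPV1 were dye-loaded with Fluo-8 and read kinetically: 10 s baseline, 3 min after compound (agonist portion), then 2 min after EC20 capsaicin (allosteric enhancer portion). Calcium-bound dye fluorescence at 480/520 nm.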
Active calls of the source: *; ? = inconclusive; . = not tested or not shown; [ ] = remark or other dose. Unless noted, calls come from the whole dose curve; as a rule, active = well fitted curve in the direction sought with a large enough effect; inconclusive = small, poorly fitted or top-dose-only effect, or another doubt; inactive = no such curve, though single readings can be large; an effect the other way counts as inactive or inconclusive. The list is partial; the hit share may differ from the screen's.

| entry | Structure | MLL CXXC-DNA inh | B2AR arrestin | KCNH2 3.1 block | FBPA coupling cs | Giardia kill | GALK inhibitor |
| --- | --- | --- | --- | --- | --- | --- | --- |
| 1 | COc1cc2c(cc1NC(=O)CCCCCN1C(=O)CCC1=O)oc1ccccc12 | -5% | -0.2% | 21 | 0 | 6 | -3% |
| 2 | CCOc1ccc2ccccc2c1/C=N/NC(=O)c1cc(C)[nH]n1 | -8% | -0.4% | 4 | -10 | -15 | -1% |
| 3 | O=C(O)CSc1nc(-c2ccc(Cl)cc2)nc2c1oc1ccccc12 | -1% | 0.1% | -6 | 7 | 17 | . |
| 4 | O=C(Cn1cc(S(=O)(=O)Cc2cccc(F)c2)c2ccccc21)N1CCOCC1 | 5% | -1.3% | . | . | -2 | 4% |
| 5 | CC(C)c1ccc(CC(C)C2C3=C(CCCC3=O)OC3=C2C(=O)CCC3)cc1 (stereo unspecified) | -8% | 0.2% | -11 | 2 | -13 | 0% |
| 6 | Nc1nnc(CSc2ccc(Cl)cc2)s1 | 2% | 0.0% | 4 | 4 | 0 | 1% |
| 7 | CCOc1ncccc1C(=O)OCC(=O)Nc1cc(S(=O)(=O)N2CCOCC2)ccc1C | 14% | -1.2% | -11 | -1 | 9 | 1% |
| 8 | CC(=O)Nc1ccc(C(=O)OCc2ccc(Cl)cc2)cc1 | 5% | 0.3% | -33 | 1 | 3 | -1% |
| 9 | CCOC(=O)c1sc2nc(C)nc(NCc3ccc(F)cc3)c2c1C | 7% | -0.3% | -13 | -2 | -7 | 13% |
| 10 | COc1ccc(CCNC(=O)Nc2cccc([N+](=O)[O-])c2)cc1 | 11% | -0.1% | -18 | -1 | 8 | -1% |
| 11 | O=C(CCNC(=O)c1ccc([N+](=O)[O-])cc1)Nc1cccc(S(=O)(=O)N2CCCCCC2)c1 | . | 0.2% | ? | . | 9 | . |
| 12 | CCOCCCNc1ncnc2c1nc1n2CCCC1 | 5% | -0.4% | -8 | 2 | -3 | 3% |
| 13 | O=C(CCc1ccc(S(=O)(=O)N2CCOCC2)cc1)Oc1ccccc1 | -13% | -0.8% | 9 | 1 | 8 | 0% |
| 14 | CCOC(=O)C1CCN(c2c(NC3CCCc4ccccc43)c(=O)c2=O)CC1 (stereo unspecified) | 2% | 0.1% | -12 | 4 | -12 | -4% |
| 15 | COC(=O)c1ccc(COc2ccc3c(C)c(C)c(=O)oc3c2C)o1 | 1% | -0.2% | -6 | -7 | -2 | 5% |

| entry | PKM2 act | Menin MLL FP TR | hERG WT inh | USP2a block | TRPV1 ag |
| --- | --- | --- | --- | --- | --- |
| 1 | -9% | . | -14 | -2% | 1 |
| 2 | . | 56%[activator] | -5 | 0% | 7 |
| 3 | -2% | ? | -4 | -8% | 4 |
| 4 | 0% | . | 6 | 0% | -1 |
| 5 | 2% | ? | -4 | 1% | 5 |
| 6 | 5% | 1% | -5 | 7% | -1 |
| 7 | -6% | -3% | 0 | 0% | 2 |
| 8 | -2% | 48%[activator] | 2 | -1% | 7 |
| 9 | . | 11% | 2 | -1% | 5 |
| 10 | -31% | ? | 1 | 1% | ? |
| 11 | . | . | -18 | 0% | -1 |
| 12 | . | 5% | -4 | 0% | -2 |
| 13 | -23% | -14% | 0 | 3% | ? |
| 14 | -2% | -1% | -9 | 1% | 1 |
| 15 | -9% | 5% | 1 | 6% | 0 |

Structural class: the compounds so far containing a Cl atom
| entry | Structure | MLL CXXC-DNA inh | B2AR arrestin | KCNH2 3.1 block | FBPA coupling cs | Giardia kill | GALK inhibitor |
| --- | --- | --- | --- | --- | --- | --- | --- |
| 3 | O=C(O)CSc1nc(-c2ccc(Cl)cc2)nc2c1oc1ccccc12 | -1% | 0.1% | -6 | 7 | 17 | . |
| 6 | Nc1nnc(CSc2ccc(Cl)cc2)s1 | 2% | 0.0% | 4 | 4 | 0 | 1% |
| 8 | CC(=O)Nc1ccc(C(=O)OCc2ccc(Cl)cc2)cc1 | 5% | 0.3% | -33 | 1 | 3 | -1% |

| entry | PKM2 act | Menin MLL FP TR | hERG WT inh | USP2a block | TRPV1 ag |
| --- | --- | --- | --- | --- | --- |
| 3 | -2% | ? | -4 | -8% | 4 |
| 6 | 5% | 1% | -5 | 7% | -1 |
| 8 | -2% | 48%[activator] | 2 | -1% | 7 |

Next structures
| entry | Structure | MLL CXXC-DNA inh | B2AR arrestin | KCNH2 3.1 block | FBPA coupling cs | Giardia kill | GALK inhibitor |
| --- | --- | --- | --- | --- | --- | --- | --- |
| 16 | COc1ccc(-c2c(N)nnc3c2[nH]c2ccccc23)cc1OC | 10% | -0.4% | -7 | 2 | -19 | 0% |
| 17 | CCN1CCCC(Sc2nc3c([nH]2)c(=S)n(C)c(=O)n3C)C1 (stereo unspecified) | -7% | -0.3% | -7 | -9 | -20 | -2% |
| 18 | O=C1/C(=C/c2ccccc2)N=C(N2CCOCC2)N1c1cccc(Cl)c1 | 2% | 1.6% | 4 | 0 | 13 | . |
| 19 | COc1cc(OC)c(C2C(C(=O)N3CCOCC3)=C(C)NC3=C2C(=O)CC(C)(C)C3)cc1OC (stereo unspecified) | -13% | -3.6% | -20 | -1 | 2 | 3% |
| 20 | Cc1ccc(S(=O)(=O)N2CCC(C)CC2)c([N+](=O)[O-])c1 | 11% | 0.5% | -44 | 0 | -8 | -4% |

| entry | PKM2 act | Menin MLL FP TR | hERG WT inh | USP2a block | TRPV1 ag |
| --- | --- | --- | --- | --- | --- |
| 16 | 7% | -19% | 1 | 0% | -2 |
| 17 | 0% | 20% | 10 | 1% | -2 |
| 18 | -1% | 2% | 13 | 0% | 12 |
| 19 | 2% | 16% | 10 | -1% | -4 |
| 20 | 3% | 5% | 0 | 1% | 16 |

Reformatted: entries from further up
nr	SMILES	MLL CXXC-DNA inh	B2AR arrestin	KCNH2 3.1 block	FBPA coupling cs	Giardia kill	GALK inhibitor	PKM2 act	Menin MLL FP TR	hERG WT inh	USP2a block	TRPV1 ag
18	O=C1/C(=C/c2ccccc2)N=C(N2CCOCC2)N1c1cccc(Cl)c1	2%	1.6%	4	0	13	.	-1%	2%	13	0%	12
17	CCN1CCCC(Sc2nc3c([nH]2)c(=S)n(C)c(=O)n3C)C1 (stereo unspecified)	-7%	-0.3%	-7	-9	-20	-2%	0%	20%	10	1%	-2
20	Cc1ccc(S(=O)(=O)N2CCC(C)CC2)c([N+](=O)[O-])c1	11%	0.5%	-44	0	-8	-4%	3%	5%	0	1%	16
19	COc1cc(OC)c(C2C(C(=O)N3CCOCC3)=C(C)NC3=C2C(=O)CC(C)(C)C3)cc1OC (stereo unspecified)	-13%	-3.6%	-20	-1	2	3%	2%	16%	10	-1%	-4
